# West Nile virus CPE – inhibition of WNV-induced cytopathic effect – cell-based, CPE readout (AID 1621); West Nile virus-infected cells, CPE inhibition; higher % means a stronger effect; hit rate 0.02% among 290,000; CPE inhibition, % at 10 µM; hits with a dose series show IC50 in µM; in the data active = a potency from the dose series; inconclusive = CPE inhibition mostly from about 3.7% at the one dose, without a potency; inactive = the rest, 99 in 100 with CPE inhibition below about 2.2%; also: strong numbers were not always called active
# TNAP activators – human TNAP enzyme activators, primary screen, biochemical, luminescent, no phosphate acceptor, uHTS (AID 1001) | purified TNAP, luminescent activation assay, no phosphate acceptor; higher activation fold means a stronger effect | one-dose activation fold at 20 µM; EC50 in µM for titrated hits | hit rate 0.03% among 200,000; in the data active = activation fold from about 3, or a potency from the dose series; inactive = the rest, 99 in 100 with activation fold below about 1.6; also: many of its hits are not listed in these tables
# Insulin prom up – MIN6 insulin promoter up-regulation | hit rate 0.3% among 190,000 | z-score at 5 µM | AID 1625 | MIN6 insulin promoter-GFP reporter, high-content imaging; active compounds read high;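 active = z-score above 3 at 5 µM with at least 500 cells counted in the well; inconclusive = wells under 500 cells, flagged as cytotoxic or low count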
# RSV CPE inhibition – inhibition of RSV-induced cytopathic effect – HEp-2 cells, primary 10 µM value included (AID 2391) | CPE inhibition, % at 10 µM, or IC50 in µM where a hit was titrated | hit rate 0.13% among 310,000 | HEp-2 cells, RSV-induced CPE inhibition; higher % means a stronger effect; in the data active = a potency from the dose series; inconclusive = CPE inhibition mostly from about 23% at the one dose, without a potency; inactive = the rest, 99 in 100 with CPE inhibition below about 21%; also: strong numbers were not always called active
# PhoP inhibition – PhoP-dependent GFP reporter repression – Salmonella Typhimurium, primary screen (AID 1863). hit rate 0.16% among 300,000. inhibition, % at 50 µM, or IC50 in µM where a hit was titrated. S. Typhimurium PhoP-regulated promoter GFP reporter, 4 h; higher % means a stronger effect;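 active = inhibition over 29.93%, a cutoff 3 SD above the screen mean, later confirmed by dose response; inconclusive = inhibition over 29.93% but no dose response follow-up; inactive = inhibition at most 29.93% or unconfirmed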;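 also: 0% = low Mg2+ inducing control and 100% = high Mg2+ repressing control; strong numbers were not always called active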
# SV40 large T antigen – TAg ATPase/helicase activity blockers – biochemical (AID 1903); SV40 large T antigen ATPase/helicase inhibition assay; higher % means a stronger effect; inhibition, % at 20 µM, or IC50 in µM where a hit was titrated; hit rate 0.39% among 310,000; in the data active = a potency from the dose series; inconclusive = inhibition mostly from about 32% at the one dose, without a potency; inactive = the rest, 99 in 100 with inhibition below about 32%; also: strong numbers were not always called active
# PMI inhibition – human PMI inhibitors, high substrate, primary screen, biochemical, fluorescence intensity, high mannose 6-phosphate (AID 1220); one-dose inhibition, % at 20 µM; IC50 in µM for titrated hits; hit rate 0.66% among 190,000; recombinant PMI enzyme, coupled fluorescence intensity; higher % means a stronger effect
# CSM14.1 death rescue – protection against thapsigargin-triggered cell killing – 384-well, CSM14.1, ATP luminescence, primary screen (AID 1222); 190,000 tested, under 10 active; CSM14.1 thapsigargin-induced death rescue, ATP luminescence; higher % means a stronger effect; cellular ATP content (survival), % at 20 µM; hits with a dose series show EC50 in µM;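 active = EC50 below 50 µM in the dose-response confirmation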;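 also: death triggered by thapsigargin at about 15 µM added after 2 h compound pretreatment; cell ATP read after overnight thapsigargin exposure of roughly 18 to 22 hours; normalized against plate controls of thapsigargin alone and 5% DMSO vehicle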
# PMI inhibitors – inhibitors of human PMI, primary screen, biochemical, fluorescence intensity, coupled assay (AID 1209). hit rate 0.42% among 190,000. one-dose inhibition, % at 20 µM; IC50 in µM for titrated hits. purified PMI enzyme, coupled fluorescence intensity; higher % means a stronger effect;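 also: plate controls were DMSO vehicle for no effect and wells lacking substrate for full effect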
# Insulin prom up cell count – further read-out of Insulin prom up, marked with its call; cell count; measured here: cytotoxicity, nuclei count;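 total cells summed across four imaged fields per well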
# * hit, by the source's call; ? = inconclusive; nt = not tested or not shown. Rule as the data show it, unless noted: active = inhibition above about 50%; inactive = the rest.
cpd	mol	West Nile virus CPE	TNAP activators	Insulin prom up	Insulin prom up cell count	RSV CPE inhibition	PhoP inhibition	SV40 large T antigen	PMI inhibition	CSM14.1 death rescue	PMI inhibitors
1	CCOc1ccc(C(C)=O)cc1COC(=O)c1cccnc1SC	-0.8%	1	-0.3	1381	0.5%	1%	19%	4%	3.1%	4%
2	COc1ccc(-c2cc3nc(C)c(CCC(=O)NCc4ccc(F)cc4)c(C)n3n2)c(OC)c1	-0.7%	1.1	-0.66	1253	3.8%	-4%	1%	-2%	-7.9%	6%
3	COc1ccccc1CNC(=O)N1CCN(S(=O)(=O)c2ccc(Cl)cc2)CC1	-0.6%	nt	nt	nt	1.1%	0%	8%	nt	nt	nt
4	CCn1cc(C(=O)NCc2ccc(C)cc2)c(=O)c2cc(S(=O)(=O)N(C)C)ccc21	-0.8%	nt	nt	nt	1.9%	10%	-2%	nt	nt	nt
5	CCCSc1nc(N2CCOCC2)c2c(c1C#N)CC(C)(C)SC2	0.1%	1.1	nt	nt	0.9%	15%	19%	4%	-0.1%	8%
6	COc1ccc(CC(=O)NNC(=O)CCC(=O)Nc2cc(C)ccc2C)cc1	0.3%	1.2	0.07	1440	1.9%	5%	0%	-1%	-0.2%	-5%
7	CCc1nc(NCc2ccccc2)c(C#N)c2c1CCCC2	-0.7%	0.8	0.12	1379	-0.2%	-3%	11%	10%	1.7%	16%
8	CCOc1ccc(-n2c(C)nc3cc(C(=O)NCc4ccc5c(c4)OCO5)ccc32)cc1	0.0%	1.3	-0.73	1281	5.2%	25%	6%	14%	2.4%	12%
9	Cc1onc(-c2ccccc2Cl)c1C(=O)NCc1nc(-c2ccc(C(F)(F)F)cc2)no1	-0.3%	nt	nt	nt	?	-6%	-3%	nt	nt	nt
10	COCCOC(=O)c1c(C)nc(SCC(=O)Nc2ccc(C)cc2)c(C#N)c1-c1ccco1	nt	1.1	-1.3	1279	2.8%	2%	25%	8%	-2.3%	18%
11	O=C(CCC(=O)Nc1ccccc1)NNC(=O)c1ccccc1Cl	0.0%	1.1	1.9	1159	3.6%	14%	11%	1%	-0.8%	2%
12	CCOC(=O)C(C)n1cnc2c(nnn2Cc2ccc(C)cc2)c1=O (centres undefined)	1.1%	1	0.64	1912	-0.4%	3%	7%	11%	-2.9%	12%
13	COc1ccc(Nc2nc(N)nc(CSc3nc(C)cc(C)n3)n2)cc1	1.1%	1.1	nt	nt	1.8%	7%	11%	7%	0.8%	5%
14	Cc1nn(C)c(C)c1S(=O)(=O)NC1CCCC1	0.3%	1.1	0.41	1606	0.9%	-1%	1%	-2%	-1.8%	3%
15	CSc1ccccc1NC(=O)CN(C)C(=O)c1ccc2c(c1)OCCO2	1.1%	nt	nt	nt	1.2%	2%	-1%	nt	nt	nt
16	Cc1ccc(-c2ncccc2OC(=O)C23CC4CC(CC(C4)C2)C3)cc1	nt	1	-0.09	1474	1.0%	15%	13%	7%	1.5%	6%
17	Cc1ccc(-n2c(=O)c(C#N)cc3c(=O)n4ccccc4nc32)cc1C	-0.6%	1.2	0.55	772	2.3%	-6%	5%	-8%	-0.7%	-4%
18	Cc1cccc2c1CC(C)(C)N/C2=C\C(N)=O	0.1%	1	0.04	1256	1.1%	1%	9%	8%	-2.5%	-8%
19	COc1ccc(CNC(=O)CC23CC4CC(CC(C4)C2)C3)cc1OC	-0.8%	nt	nt	nt	11%	0%	4%	nt	nt	nt
20	CNCCCOc1ccc(C)cc1Br	-0.5%	1	0.41	900	1.2%	12%	0%	-10%	-1.9%	-4%
21	COc1ccc(-c2noc(N3CCC(C(=O)Nc4cc(OC)c(OC)c(OC)c4)CC3)n2)cc1	-1.0%	nt	nt	nt	5.1%	-12%	8%	nt	nt	nt
22	CCN(CC)C(=O)c1ccc2c3c(cccc13)C(=O)N(CCc1ccc(OC)c(OC)c1)C2=O	-0.1%	1	-0.74	1441	1.8%	-15%	10%	6%	-0.5%	5%
23	CCN1CCN(C2=NC(=O)/C(=C/c3ccc(C)o3)S2)CC1	-0.2%	1.1	-0.56	1502	0.5%	-13%	24%	23%	-0.6%	-7%
24	Cc1ccc(S(=O)(=O)N(C)CC(=O)Nc2cccc3c2CCCC3)cc1	-0.3%	1.1	0.21	1351	0.9%	-6%	2%	-3%	-0.9%	4%
25	CSc1nc(S(=O)(=O)c2ccccc2)c(Cl)s1	-0.8%	1.1	0.76	1524	4.9%	3%	-1%	2%	-0.2%	1%
26	Cn1nc(C(F)(F)F)c2cc(C(=O)O)sc21	0.9%	1	-0.36	1305	0.5%	-15%	4%	-3%	0.7%	-14%
27	Cc1cccc(CS(=O)(=O)Cc2ccc(C(=O)NC3CCCCC3)o2)c1	-0.3%	nt	nt	nt	-1.9%	4%	-11%	nt	nt	nt
28	Cc1ccc(CSc2nnc(SCC(=O)N/N=C/c3ccc(C(=O)O)cc3)s2)cc1	0.3%	nt	nt	nt	1.0%	-1%	9%	nt	nt	nt
29	CCN(CC)CCCNC(=O)c1cn(-c2cccc(OC)c2)c(=O)c2ccccc12	-0.2%	nt	nt	nt	1.4%	9%	2%	nt	nt	nt
30	COc1cc(C(=O)N/N=C/c2sccc2C)cc(OC)c1OC	-0.3%	1	-0.87	714	nt	2%	7%	10%	-3.6%	5%
31	Cc1cccn2c(=O)c(C=O)c(Nc3ccc(S(N)(=O)=O)cc3)nc12	-0.7%	nt	nt	nt	0.9%	-9%	5%	nt	nt	nt
32	CCOC(=O)N1CCN(C(=O)CSc2nc3c([nH]c4ccccc43)c(=O)n2C)CC1	-0.2%	1.1	-0.28	1278	0.1%	-13%	0%	-3%	-1.2%	-1%
33	CC1CCN(c2oc(-c3ccco3)nc2S(=O)(=O)c2ccccc2)CC1	-0.3%	nt	nt	nt	3.8%	-2%	9%	nt	nt	nt
34	O=[N+]([O-])C(C1CCS(=O)(=O)C1)C1CCS(=O)(=O)C1 (centres undefined)	0.9%	1.1	1.4	1235	-0.3%	0%	-2%	-3%	-0.9%	-7%
35	N#Cc1c(-c2ccc(F)cc2)cc(-c2cccnc2)nc1N	-0.1%	1.1	0	1302	4.6%	4%	8%	1%	-0.5%	2%
36	C=CCn1c(SCN2C(=O)c3ccccc3C2=O)nc2ccc(Cl)cc2c1=O	-0.5%	0.9	-0.44	935	22%	1%	8%	6%	1.0%	0%
37	Cc1ccc(-c2nc(NCCN3CCOCC3)c3ccccc3n2)cc1	1.6%	1.1	0.12	1019	1.1%	-18%	nt	0%	-1.0%	-2%
38	CC(C)C(=O)Nc1c(O)c2ccccc2[nH]c1=O	0.6%	1	nt	nt	1.8%	-3%	22%	nt	0.6%	nt
39	CC(C(=O)N1CCc2ccccc21)n1cccc1 (centres undefined)	-0.4%	1	0.02	900	1.9%	10%	4%	8%	-0.9%	14%
40	O=C(NC(=S)Nc1ccc(CN2CCOCC2)cc1)c1ccco1	-0.4%	nt	0.05	1358	1.0%	-9%	5%	nt	nt	nt
41	CCOC(=O)N1CCN(C(=O)CCSc2ccccc2)CC1	-0.1%	1.1	0.64	1059	2.6%	-9%	10%	8%	-0.2%	16%
42	CCOc1ccccc1NC(=O)c1nc(-c2ccccc2)oc1C	-0.8%	1.1	-1	1070	11%	-2%	24%	8%	1.4%	18%
43	Cc1nn(C)c(C(=O)N2CCOCC2)c1Cl	2.0%	0.9	1.1	1169	3.0%	-11%	3%	-3%	-0.5%	-12%
44	Cn1c(C23CC4CC(CC(C4)C2)C3)n[nH]c1=S	-0.3%	0.8	nt	nt	3.7%	2%	0%	4%	-3.6%	11%
45	Cc1ccc(NN=Nc2nc3c([nH]2)c(=O)n(C)c(=O)n3C)cc1	0.2%	1.8	-1.4	1581	2.5%	5%	9%	-100%	0.8%	-30%
46	COc1ccc(C)cc1S(=O)(=O)n1ccnc1C	0.3%	1.1	0.05	1371	1.0%	7%	18%	0%	-0.7%	2%
47	O=C(Nc1ccc2nc(-c3ccccc3)oc2c1)c1ccco1	0.4%	1.1	0.15	842	1.6%	0%	2%	-1%	-0.7%	6%
48	O=C1NC(Cc2c[nH]c3ccccc23)C(=O)N1Cc1ccccc1 (centres undefined)	-0.6%	nt	nt	nt	1.1%	-2%	30%	nt	nt	nt
49	Cc1cc(N2C(=O)C(O)=C(C(=O)c3ccco3)C2c2ccc(O)cc2)no1 (centres undefined)	nt	1	-0.16	1555	-0.8%	8%	4%	17%	0.3%	4%
50	CSCc1ccc(C(=O)NC(C)c2ccc(-n3ccnc3)cc2)cc1 (centres undefined)	-0.8%	nt	nt	nt	5.7%	-4%	13%	nt	nt	nt
51	O=C1CCCN2N=C(SCC(=O)Nc3ccc(OC(F)(F)F)cc3)SC2=N1	-0.8%	nt	nt	nt	5.9%	3%	5%	nt	nt	nt
52	COC(=O)N/N=C/c1c(C)nn(-c2cccc(Cl)c2)c1Cl	-0.9%	1	0.45	1291	-0.9%	-7%	17%	8%	-1.6%	16%
53	O=C(CN1CCCc2ccccc21)NCCc1ccc(Cl)cc1	-0.6%	1	0.2	1193	3.1%	-1%	12%	11%	0.8%	4%
54	COC(=O)N(NC(=O)C(O)(c1ccccc1)c1ccccc1)c1ccccc1	0.3%	1	0.36	1524	1.3%	15%	3%	-2%	-0.9%	6%
55	CC(C)c1ccc(CNc2ncccn2)cc1	-0.4%	nt	nt	nt	0.4%	-8%	7%	nt	nt	nt
56	O=C(CN1CCCCCCC1)Nc1ccc(Cl)cc1Cl	-0.6%	1.2	-1.4	1287	-0.6%	-2%	6%	-5%	-2.8%	-10%

# (continued)
cpd	mol	West Nile virus CPE	TNAP activators	Insulin prom up	Insulin prom up cell count	RSV CPE inhibition	PhoP inhibition	SV40 large T antigen	PMI inhibition	CSM14.1 death rescue	PMI inhibitors
57	COc1cc(NC(=O)c2onc(C)c2Cl)cc(OC)c1OC	0.6%	nt	nt	nt	1.9%	5%	1%	nt	nt	nt
58	CCc1cc(=O)oc2cc(C)cc(OCc3nn[nH]n3)c12	0.2%	1.1	0.66	1115	1.7%	2%	12%	-8%	-1.8%	-9%
59	COC(=O)c1cc(OC)c(OC)cc1NC(=O)CSc1nnnn1Cc1ccccc1	-0.4%	1.1	0.3	1195	3.6%	-9%	5%	9%	-0.4%	22%
60	COCCN(C(=O)c1snc(C(N)=O)c1N)C(C(=O)NC1CCCCC1)c1ccc(OC)c(OC)c1 (centres undefined)	-0.4%	nt	nt	nt	-0.2%	7%	5%	nt	nt	nt
61	CCOc1cc(NC(=S)NCC2CCCO2)c(OCC)cc1NC(=O)C1CC1 (centres undefined)	-0.5%	1.1	-0.03	1492	1.3%	4%	0%	6%	0.4%	5%
62	CCC(=O)Nc1nc2ccc3sc(C)nc3c2s1	1.0%	1	0.85	1553	5.0%	7%	-3%	16%	-3.1%	1%
63	Cc1c(Cl)cccc1NC(=O)CS(=O)(=O)c1ccccc1	0.5%	nt	nt	nt	0.2%	3%	7%	nt	nt	nt
64	Cc1ccc(NC(=O)CCC(=O)N/N=C/C=C/c2ccccc2)cc1	-0.4%	1.1	nt	nt	0.3%	-11%	8%	6%	-2.3%	4%

# From PubChem

# Random draw from the library (roughly 1.5% active in at least one column).
